High-throughput results deposited in PubChem BioAssay by National Center for Advancing Translational Sciences (NCATS).
ATXN viability: cell viability loss in ATXN counter-screen; S2 cells (HEK-293 line with an ATXN2-luciferase reporter) viability, CellTiter-Fluor protease fluorescence, 24 h; Potency, µM (top dose mostly 56.7 µM), most hits filed as cytotoxic; 400,000 tested, 0.49% active; also: potency is read from the fitted curve at half-maximal effect; nearly all actives have a fitted effect of over 40% in size
KB-3-1 cytotox: KB-3-1 parental cell cytotoxicity; KB-3-1 viability, CellTiter-Glo ATP luminescence, 72 h; Potency, µM (highest dose often 46.1 µM), inactives show at the top dose activity change, negative = cytotoxic, usual class: cytotoxic; 400,000 tested, 1.4% active; AID 1347075; also: potency is read from the fitted curve at half-maximal effect; % is scaled to controls: 0 for no effect and ±100 for the full control effect; nearly all actives have a fitted effect of over 60% in size
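Cytotoxicity measured as CellTiter-Glo luminescence after 72 h at 37 C. Compound titrations were pinned onto drug-naive KB-3-1 parental adenocarcinoma cells grown in DMEM with 10% FBS, and normalized data fitted to concentration-response curves.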
KB-V1 cytotox: kills drug-selected multidrug resistant KB-V1 cells; 400,000 tested, 3.4% active; KB-V1 MDR cells viability, CellTiter-Glo, 72 h; Potency, µM (titrated, usually from 46.1 µM), for the others: at the highest dose activity change, negative = cytotoxicity, usual class: cytotoxic; AID 1347076; also: potency is read from the fitted curve at half-maximal effect; % is scaled to controls: 0 for no effect and ±100 for the full control effect; nearly all actives have a fitted effect of over 60% in size
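KB-V1 MDR subline cells in DMEM (phenol-red free, 10% FBS) exposed to compounds in qHTS concentration series for 72 h at 37 degrees C. Viability read by CellTiter-Glo luminescence; concentration-effect curves fitted after normalization and correction.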
ATXN2 expr inh: ATXN2 expression inhibition; 360,000 tested, 0.72% active; HEK-293 ATXN2-luciferase reporter, luminescence, 24 h; Potency, µM (top dose mostly 57 µM), inactives show top-dose activity change, negative = inhibition, usual class: inhibitors; also: potency is read from the fitted curve at half-maximal effect; % is scaled to controls: 0 for no effect and ±100 for the full control effect; nearly all actives have a fitted effect of over 55% in size
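ATXN2-luciferase reporter cells (luciferase flanked by upstream and downstream ATXN2 gene portions) were treated 24 h at 37 °C with compounds at up to 57 uM. SteadyGlo luminescence gave expression; GF-AFC fluorescence gave viability.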
HT1080 IDH1KD tx: HT-1080 IDH1 knockdown cell toxicity (counter line). HT-1080 IDH1 knockdown viability, ATP luminescence, 48 h. Potency, µM (highest dose often 46.1 µM), for inactives: top-dose activity, negative = toxicity, hits mostly cytotoxic. 360,000 tested, 2% active. AID 686971;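 also: potency is read from the fitted curve at half-maximal effect; 0% = DMSO wells and -100% = cell-free medium wells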
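HT-1080-IDH1KD cells (IDH1 knocked down), 750/well in RPMI with 5% FBS, treated with compound 48 h at 37 degrees C. Viability by CellTiter-Glo luminescence, normalised to DMSO and no-cell wells; concentration-response curves classed.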
MCF10A rerep: induces DNA re-replication in MCF 10a normal breast cells. Potency, µM (series often up to 46.1 µM), for inactives: at the highest dose activity, positive = re-replication, hits mostly activators. 350,000 tested, 2.9% active. MCF 10A DNA re-replication, Hoechst nuclear intensity, 48 h. AID 624296; also: potency is read from the fitted curve at half-maximal effect; % of control where 0% means no effect; nearly all actives have a fitted effect of over 50% in size
HT1080NT lethal: kills 2HG-producing HT-1080-NT fibrosarcoma cells; HT-1080-NT fibrosarcoma viability, CellTiter-Glo ATP luminescence, 48 h; Potency, µM (highest dose often 46.1 µM), inactives show at the top dose activity, negative = less viability, usual class: cytotoxic; 360,000 tested, 1.6% active; AID 686970;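 also: NT is the 2HG producing partner of a matched IDH1 knockdown line; potency is read from the fitted curve at half-maximal effect; 0% = DMSO-treated cells and -100% = media-only wells without cells; nearly all actives have a fitted effect of over 55% in size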
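Fibrosarcoma NT cells, 750 per well in 5% FBS RPMI, were exposed to compound for 48 hours. Viability: CellTiter-Glo luminescence.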
SW480 rereplic: induces DNA re-replication in SW480 colon adenocarcinoma cells; SW480 DNA re-replication, Hoechst DNA content imaging, 48 h; Potency, µM (top dose mostly 46.1 µM), for inactives: at the highest dose re-replication activation, usual class: activators; AID 624297; 340,000 tested, 1.8% active; also: potency is read from the fitted curve at half-maximal effect; % of control where 0% means no effect; nearly all actives have a fitted effect of over 55% in size
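SW480 cells exposed to compounds for 48 hr at 37 C, 5% CO2, then Hoechst-stained 40 min. Nuclear DNA content imaged by fluorescence scanning (405 nm excitation, 500-530 nm emission); re-replication scored as increased high-intensity nuclei.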
IL1B secr inh: blocks inflammasome-driven IL-1 beta release; AID 743279; activity change, % at 57.5 µM; THP-1 LPS/ATP IL-1B secretion, AlphaLISA, 16 h; hits give low values; 360,000 tested, 4.7% active; in the data active = activity change below about -50%; inconclusive = mostly about -30% to -49%; also: % is scaled to controls: 0 for no effect and ±100 for the full control effect
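Secreted IL-1B measured by AlphaLISA bead assay after 16 h compound exposure of THP-1 cells; compounds (final up to 57.5 uM) added 1 h before LPS (250 ng/mL) and ATP (1.25 mM) stimulation; lower signal means less secretion.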
* marks the source's active call; other numbers are inactive results; i = inactive; ? = inconclusive; . = not tested or not shown; & = joins results of further samples; [ ] = remark or other dose. Unless noted, calls follow the shape of the dose curve; as a rule, active = well fitted curve in the direction sought with a large enough effect; inconclusive = small, poorly fitted or top-dose-only effect, or another doubt; inactive = no such curve, though single readings can be large; an effect the other way counts as inactive or inconclusive.

Results follow in this order: ATXN viability	KB-3-1 cytotox	KB-V1 cytotox	ATXN2 expr inh	HT1080 IDH1KD tx	MCF10A rerep	HT1080NT lethal	SW480 rereplic	IL1B secr inh
O=C(c1cccs1)C1CN2CCC1CC2 (configuration not stated)
    i	9%	5%	6%	7%	-9%	4%	-1%	35
CN1c2ccc([N+](=O)[O-])cc2CC2(C(=O)NC(=O)NC2=O)C1c1ccccc1 (configuration not stated)
    i	?	-22%	0%	-5%	29%	-3%	0%	11
C=CCN1C(=O)/C(=C/c2cccs2)C(=O)NC1=S
    ?	-22%	-18%	-6%	?	?	?	?	-104*
COc1ccc(C)cc1NC(=O)c1c(C)nn(Cc2ccccc2)c1Cl
    i	0%	?	.	-10%	?	-21%	?	-98*
Cc1cc(OCc2nn[nH]n2)c2c3c(c(=O)oc2c1)CCCC3
    i	15%	11%	-13%	-8%	9%	0%	-5%	16
O=C(O)c1ccc([N+](=O)[O-])c([N+](=O)[O-])c1
    i	?	-5%	-13%	1%	?	5%	?	-2
COc1ccc(-c2ccc3n2Cc2cnnn2-c2ccccc2-3)cc1
    i	-1%	-2%	18%	-2%	?	-6%	-51%[inhibitor][9.22 µM]	-9
O=c1[nH]c2ccccc2n1C1CCN(C(c2ccnc3ccccc23)c2nnnn2Cc2ccccc2)CC1 (configuration not stated)
    13µM*	-3%	0%	0%	?	.	?	.	?
CCOc1ccc(N=Cc2c(O)n(-c3ccc(C)c(C)c3)c(=O)[nH]c2=O)cc1
    i	-1%	6%	-1%	-17%	?	-3%	-65%[inhibitor]	18
O=C(NN=Cc1ccc(N(CCCl)CCCl)cc1)c1cc(=O)[nH]c(=O)[nH]1
    i	-24%	-8%	?	-12%	?	-9%	7.3µM*	10
N=C1SCC(=O)N1Cc1ccccc1
    i	12%	0%	2%	3%	4%	4%	-18%	19
Clc1cccc(NC2=NCCS2)c1
    i	7%	12%	.	-2%	.	-1%	.	0
Cc1ccc(CN2C3CCCC2CC(NC(=S)NCc2ccccc2)C3)cc1 (configuration not stated)
    ?	-18%	-2%	-20%	?	6%	23µM*	?	-65*
CCN(CC)CC(=O)Nc1ccc(Cl)cc1C(=O)c1ccccc1
    i	10%	-14%	-3%	-4%	8%	-6%	12%	?
CCOc1ccccc1C1SCC(=O)Nc2c1c(=O)[nH]n2C(CC)CC (configuration not stated)
    i	1%	9%	-6%	11%	0%	8%	-5%	24
CC(C)OCCCNC(=O)c1c(N)n(CC2CCCO2)c2nc3ccccc3nc12 (configuration not stated)
    .	14%	-16%	?	?	-15%	?	52%	-64*
CCOc1ccc2nc(NC(=O)c3cccn(Cc4ccc(C)cc4)c3=O)sc2c1
    i	-35%	?	6%	.	.	.	.	.
COc1ccc2[nH]cc(CCN=C(N)N)c2c1
    i	-5%	-11%	-5%	8%	-1%	13%	-16%	1
CC(C)NS(=O)(=O)c1ccc(OCC(=O)N2CCN(Cc3ccccc3)CC2)c(Cl)c1
    i	0%	0%	-5%	-17%	11%	-16%	3%	0
Cc1ccc(NC2=NCCCS2)c(C)c1C
    i	-7%	3%	-3%	-14%	13%	-4%	-5%	-11
CCCCOC1OCN(C2CCCCC2)CC1(C)C (configuration not stated)
    i	15%	11%	.	2%	.	-7%	.	2
N[C@@]1(C(=O)O)CC[C@@H](C(=O)O)C1
    i	0%	12%	-7%	-1%	10%	19%	-63%[inhibitor]	-8
CC(=O)C1C(N2CC2)CC2C3CCC4=CC(=O)CCC4(C)C3CCC21C (configuration not stated)
    ?	?	?	-17%	-14%	16µM*	-1%	?	-61*
CC1CN=C(Nc2ccc(F)c(Cl)c2)S1 (configuration not stated)
    i	?	4%	-1%	-3%	0%	-1%	3%	0
COc1ccc(NC(=O)N2CCC3(CC2)OCCO3)c(OC)c1
    i	15%	0%	18%	7%	-3%	6%	4%	-8
Cc1cc(C)c2c(ccc3cccc[n+]32)c1
    i	?	?	-21%	?	8%	?	-2%	-61*
CC(C)NC(C)C(=O)C12CC3CC(CC(C3)C1)C2 (configuration not stated)
    i	-2%	22%	5%	-3%	?	0%	-3%	-8
C[N+](C)(C)CCOC(=O)C(O)(c1ccccc1)c1ccccc1
    i	.	.	13%	.	-5%	.	-1%	.
COC(=O)C1=C(c2ccc(OCc3ccccc3)cc2)C[C@@H]2CC[C@H]1N2C(=O)NCCc1ccc(F)cc1
    ?	?	16µM*	-38%	?	.	-20%	.	0
CC(=O)NNC(=O)CN1C(=O)CN=C(c2ccccc2)c2cc(Br)ccc21
    i	7%	-2%	-12%	-1%	-2%	2%	-4%	0
CCn1nc(-c2cccs2)nc2c(=O)n(C)c(=O)nc1-2
    i	?	?	6%	2.6µM*	0.73µM*	3.3µM*	?	-68*
COc1cccc(CNCCc2c[nH]c3ccccc23)c1
    i	-3%	-3%	?	-4%	0%	-9%	?	-78*
CC(=NCc1ccc2c(c1)OCO2)c1c(O)n(Cc2ccccc2)c(=O)[nH]c1=O
    i	-7%	0%	-12%	-4%	-14%	-24%	2%	-11
CCC(=O)N1N=C2C3CCN(CC3)C2C1c1ccccc1 (configuration not stated)
    i	14%	9%	-11%	13%	-1%	4%	-5%	12
COc1ccc2c(c1)c(C(=O)C(C)N1CCCCC1)c(C)n2C (configuration not stated)
    i	21%	?	5%	-2%	3%	4%	-34%[inhibitor]	6
COC(=O)C1=C(c2ccc(-c3ccccc3)c(F)c2)C[C@@H]2CC[C@H]1N2C(=O)NCCOc1ccc(OC)cc1
    ?	?	?	-33%	-14%	-2%	0%	25%	-25
COC(=O)C1=C(c2cccc3c2S(=O)(=O)c2ccccc2-3)C[C@@H]2CC[C@H]1N2C(=O)N1CCOCC1
    i	0%	0%	14%	9%	7%	8%	-12%	-8
CN1CCN(/N=C/c2c(O)n(C)c(=O)n(C)c2=O)CC1
    i	-12%	7%	-34%	14%	-50%[inhibitor]	19%	?	-2
C#CCOCCOCCOCCNc1nc(N2CCN(C(=O)CCCCCCCCCCNC(=O)[C@H]([C@@H](C)CC)n3cc(CCCCN=C(N)N)nn3)CC2)nc(N2CCN(C(=O)CCCCCCCCCCNC(=O)[C@H](CO)n3cc(CCCCCN)nn3)CC2)n1
    16µM*	?	?	28µM*	?	?	?	-5%	-73*
O=C1CC=C2C3CC4N(CCC45c4ccccc4N1C25)CC3=CCO (configuration not stated)
    ?	12%	-8%	-6%	9%	-1%	6%	-2%	-2
CCN1C(=O)C(=C2C=C(C)OC(C)=C2)C(=O)N(CC)C1=S
    i	0%	-5%	14%	8%	?	6%	-9%	0
CC1CN(c2ccc([N+](=O)[O-])c(N3CCCCC3)c2)CCN1 (configuration not stated)
    ?	5%	0%	-21%	-7%	16%	-13%	-15%	-5
Cc1cccc(NC(=O)OC2CN3CCC2CC3)c1 (configuration not stated)
    i	4%	-1%	10%	5%	-6%	8%	?	.
CCN(CC)CCN=Cc1c(O)n(CCC2=CCCCC2)c(=O)[nH]c1=O
    i	14%	18%	-8%	-5%	-6%	-1%	-28%	-1
Cc1ccccc1NC(=O)Cc1nc(COC(=O)Cc2ccccc2)cs1
    i	-2%	?	3%	-8%	7%	-10%[9.24 µM]	-15%	14
CCn1c(O)c(C(c2ccccn2)c2c(O)n(CC)c(=S)[nH]c2=O)c(=O)[nH]c1=S
    i	8%	-1%	-3%	6%	2%	1%	-8%	-12
COc1cc(Cc2ccc(N)c(OC)c2)ccc1N
    i	0%	0%	10%	3%	-11%	1%	?	-9
O=C(NC1CCCCC1)[C@@H]1CC=C[C@@H]2CCN(Cc3ccccc3)C(=O)[C@@H]21
    i	-4%&2%	10%&-32%	1%	-1%	23%	-4%	-24%[9.22 µM]	-3
CC(C)c1ccc(Oc2cccc3c2S(=O)(=O)N(C2CCCC2)CC(COCc2ccccc2)O3)cc1 (configuration not stated)
    i	-16%	11%	8%	0%	-52%[inhibitor]	-6%	-13%[9.22 µM]	-24
CCN1CC2([N+](=O)[O-])CC=C(Cl)C([N+](=O)[O-])(C1)C2 (configuration not stated)
    i	11%	0%	4%	18%	-2%	2%	-11%	7

Carrying on:
Results follow in this order: ATXN viability	KB-3-1 cytotox	KB-V1 cytotox	ATXN2 expr inh	HT1080 IDH1KD tx	MCF10A rerep	HT1080NT lethal	SW480 rereplic	IL1B secr inh
Cn1cc(C(=O)N2CCOCC2)c2ccccc21
    i	6%	20%	4%	7%	1%	5%	-10%	39
COC(=O)Cn1cc(/C=C2\C(=O)NC(=O)N(c3ccc(OC)cc3)C2=O)c2ccccc21
    i	-22%	-18%	-15%	-4%	14%	0%	-16%	?
O=P(O)(Oc1ccccc1)OC(c1ccccc1)C(F)(F)C(F)(F)F (configuration not stated)
    i	6%	0%	2%	0%	-2%	12%	-8%	32
O=C(C1CCCN(S(=O)(=O)c2cccc3nsnc23)C1)N1CCC2(CC1)OCCO2 (configuration not stated)
    i	0%	-10%	5%	6%	-2%	9%	2%	15
CCOC(=O)C1CCN(C(C)C(=O)c2c(C)[nH]c3cc(C)ccc23)CC1 (configuration not stated)
    i	-6%	-21%	-13%	-2%	-2%	-5%	3%	-9
CCOc1ccc(CN(CCc2ccc3c(c2)OCO3)Cc2cccc(OC)c2)cc1
    i	24%	?	-2%	.	.	.	.	.
CC(=O)OC1(c2ccccc2)CCN(C)CC1(C)C (configuration not stated)
    ?	9%	-2%	-15%	3%	-5%	-10%	-5%	11

These rows are one share of the data; rates above refer to the full screens.
